PKA-R2B activ: activates the human PKA-R2B holoenzyme complex; PKA-R2B holoenzyme dissociation, Cy5-IP20 fluorescence polarization; R2B truncated from residue 108, S112A mutant; 0% DMSO only, 100% 113 µM cGMP; activation, % at 11.4 µM; P22694+P31323; 340,000 tested, 0.079% active;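 active = activation above a cutoff set at the mean over all compounds plus 3 SD, cut at about 18% in these data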;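 note: higher means more holoenzyme dissociation and a rise in polarization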
Ecoli viability: bacterial growth inhibition, counter-screen for AddAB inhibitors; E. coli V3065 growth, OD600 absorbance, 18 h; inhibition, % at 11.9 µM; 330,000 tested, 0.27% active;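 active = inhibition above the campaign's mean inhibition across all tested compounds plus 3 SD, cut at about 9.9% in these data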;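 note: uninfected addAB+ strain grown without phage in ampicillin broth; 0% = DMSO wells and 100% = ciprofloxacin 0.95 µg/ml wells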
CDK5 inh: blocks human CDK5/p35 kinase activity; Q00535+Q15078; Recombinant CDK5/p35, ADP-Glo luminescence, 60 min; inhibition, % at 10 µM; 330,000 tested, 0.01% active; AID 488839;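 active = highest replicate inhibition of at least 50% and at least 75% of replicates reaching 50%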;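 note: plate controls were DMSO neutral control for no effect and GW8510 at 10 µM for full effect; many of its hits are not listed in these tables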
Mot1-301 SUMO: inhibitors of SUMOylation pathway: yeast Mot1-301 growth rescue; S. cerevisiae Mot1-301 growth rescue, ATP luminescence, 38.5C; percent above DMSO median, 100 means doubled; growth rescue, % at 18.8 µM; 320,000 tested, 1% active; AID 2716;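 active = every valid replicate shows activation above 250% relative to neutral control wells; inactive = the rest, any valid replicate at or below 250%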;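 note: OY570 slx delta 5 strain wells were the positive control but not used for scaling; some compounds called inactive have numbers as strong as hits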
Tat transport: inhibitors of E. coli Tat protein transport. inhibition, % at 10 µM. E. coli MC4100 TorA-mCherry Tat export, fluorescence. 340,000 tested, 0.036% active. AID 488895;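 active = mean replicate inhibition at least 50% and at least half of replicates individually reaching 50%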;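 note: exported cargo escapes ClpAP degradation while cytoplasmic cargo is degraded and loses fluorescence; 0% = median of neutral control wells and 100% = median of NaSCN control wells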
phage Ecoli inh: E. coli growth loss with phage present; AID 651602; inhibition, % at 11.9 µM; growth absorbance; 360,000 tested, 0.26% active; in the data active = inhibition above about 11%
DAGLB inh: diacylglycerol lipase beta (human) inhibition; HEK293T DAGLB membrane lysate, EnzChek fluorogenic substrate; inhibition, % at 5.17 µM; 340,000 tested, 0.059% active; in the data active = inhibition above about 34%;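 note: 0% = enzyme with vehicle and 100% = wells lacking enzyme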
Target sequence (Q8NCG7 whole entry, looked up): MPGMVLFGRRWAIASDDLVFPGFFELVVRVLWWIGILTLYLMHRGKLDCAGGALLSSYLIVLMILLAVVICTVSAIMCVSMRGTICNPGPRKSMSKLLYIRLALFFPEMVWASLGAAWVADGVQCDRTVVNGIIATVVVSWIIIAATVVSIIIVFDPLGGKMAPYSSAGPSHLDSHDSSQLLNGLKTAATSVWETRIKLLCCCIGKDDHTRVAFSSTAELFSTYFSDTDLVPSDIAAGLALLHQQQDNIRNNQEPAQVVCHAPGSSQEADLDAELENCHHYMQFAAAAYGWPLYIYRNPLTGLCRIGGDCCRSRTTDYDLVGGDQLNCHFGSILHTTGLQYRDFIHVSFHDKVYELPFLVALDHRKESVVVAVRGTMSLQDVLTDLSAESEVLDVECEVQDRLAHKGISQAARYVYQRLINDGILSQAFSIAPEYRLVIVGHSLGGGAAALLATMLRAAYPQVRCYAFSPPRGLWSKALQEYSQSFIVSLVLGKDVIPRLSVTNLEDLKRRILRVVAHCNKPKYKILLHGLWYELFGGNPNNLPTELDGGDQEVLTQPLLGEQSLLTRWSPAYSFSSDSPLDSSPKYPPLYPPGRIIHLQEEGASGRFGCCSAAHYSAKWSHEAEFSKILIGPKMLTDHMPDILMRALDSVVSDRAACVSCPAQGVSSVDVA
PKA-R1A activ: PKA-R1A complex activation; P00514+P68181; PKA-R1A dissociation, Cy5-IP20 fluorescence polarization; scaled: DMSO 0%, 113 µM cGMP 100%; activation, % at 11.4 µM; 340,000 tested, 0.083% active;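 active = percent activation above the mean of all tested compounds plus 3 SD, cut at about 19% in these data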;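 note: higher means more PKAc released from R1A so a rise in polarization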
AddAB inh: less growth of phage-infected E. coli with AddAB; E. coli expressing H. pylori AddAB, absorbance growth; inhibition, % at 11.9 µM; 330,000 tested, 0.29% active; AID 435030; in the data active = inhibition above about 12%;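 note: 0% = vehicle wells of infected cells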
HTR5A inv ctr: counter-screen for OPRM1-OPRD1 inverse agonists: human HTR5A inverse agonism; P47898; 340,000 tested, 0.083% active; inhibition, % at 9.3 µM; HTR5A cell line, luminescence; in the data active = inhibition mostly above about 23%, no sharp cut-off; inactive = mostly below about 18%;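 note: 0% = cells with DMSO and 100% = no-cell wells with DMSO; some compounds called inactive have numbers as strong as hits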
Target sequence (P47898 whole entry, looked up): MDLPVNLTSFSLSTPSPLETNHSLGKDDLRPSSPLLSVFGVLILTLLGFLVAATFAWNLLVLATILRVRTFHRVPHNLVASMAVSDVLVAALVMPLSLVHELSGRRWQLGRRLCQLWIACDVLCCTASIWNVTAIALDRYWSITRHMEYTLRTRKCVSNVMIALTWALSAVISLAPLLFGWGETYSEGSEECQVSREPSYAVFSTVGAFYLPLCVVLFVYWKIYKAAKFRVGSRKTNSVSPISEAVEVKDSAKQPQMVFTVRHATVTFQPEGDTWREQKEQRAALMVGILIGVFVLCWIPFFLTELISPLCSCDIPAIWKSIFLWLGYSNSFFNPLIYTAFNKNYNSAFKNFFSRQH
HTR5A ag: counter-screen for OPRM1-OPRD1 agonists: human HTR5A agonism; activation, % at 9.3 µM; 340,000 tested, 0.61% active; P47898; HTR5A agonist assay, luminescence, cell-based; in the data active = activation mostly above about 9.5%, no sharp cut-off; inactive = mostly below about 7.6%;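 note: 0% = cells with vehicle only and 100% = reference agonist; strong numbers were not always called active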
* = called active by the depositor; nt = not tested or not shown.

SMILES	AddAB inh	Mot1-301 SUMO	phage Ecoli inh	PKA-R1A activ	HTR5A ag	HTR5A inv ctr	CDK5 inh	Ecoli viability	Tat transport	PKA-R2B activ	DAGLB inh
O=C(c1ccc(F)cc1)N1CCC2(CC1)NCCc1[nH]cnc12	1.6	-2	0.9	0	-3	4	-3.7	-0.2	15	-18	-3
C#CCNc1c2c(nc3ncnn13)CC(C)CC2 (stereo not drawn)	0.7	-5	4.9	-8	0	-15	-2.3	-0.9	-5	-3	1
C[C@H]1CCC/C=C/[C@@H]2C[C@H](O)C[C@H]2[C@H](O)[C@H](S(=O)c2ccc(O)cc2)CC(=O)O1 (stereo partly drawn)	nt	nt	0.9	-2	0	0	1.9	nt	0	-6	-3
O=C(COc1cc(Cl)ccc1Cl)N1CCNC1=O	nt	nt	4.0	5	3	16	1.7	nt	-8	-2	1
Cc1c(C(=O)NCCS(=O)(=O)N2CCN(c3ccccc3F)CC2)cccc1[N+](=O)[O-]	3.7	-2	2.7	-4	1	1	1.1	0.6	-6	-13	-2
Cc1ccccc1C(=O)N1CCC(C(=O)NCc2ccc(Cl)cc2)CC1	1.9	-6	3.9	0	8	-4	-0.2	-0.7	-1	-1	0
COc1ccc(CCC(=O)NCCc2ccc(OC)c(OC)c2)cc1	-1.1	-3	-0.5	4	1	-2	-1.6	-0.3	6	-3	2
CCOC(=O)Cn1nc(C)c(NC(=O)COc2ccc([N+](=O)[O-])c(C)c2)c1C	2.4	-1	2.0	-1	5	-14	7.8	1.2	-2	-5	0
CCOC(=O)c1ccc(NC(=O)COc2coc(CN3CCc4ccccc43)cc2=O)cc1	-0.3	11	-0.5	-2	3	-9	1.8	-2.7	-4	9	-1
CCN1C(=S)N[C@@H](CCc2ccccc2)[C@H](C(=O)OC)[C@H]1C	5.2	221	1.6	0	1	-22	0.4	-0.5	5	1	0
COCCNC(=O)C1CC(c2cccc(OC)c2)=NO1 (stereo not drawn)	0.6	-14	nt	-16	7	16	0.5	1.2	0	-12	-4
CCCOc1ccccc1C1CC(=O)Nc2cc3c(cc21)OCO3 (stereo not drawn)	1.9	16	5.3	-5	3	-1	-0.2	-1.0	-1	2	0
CCN1CCN(CCCNC(=O)c2cc3c(s2)-c2ccccc2OC3)CC1	2.1	18	-0.3	-6	2	-8	-1.7	-2.1	1	-9	0
Cc1ccc2oc(-c3ccccc3)nc2c1	-5.4	-2	1.1	-12	3	-28	1.5	-0.7	-7	6	-6
Cc1ccc(N2CC(C(=O)Nc3ccc(S(=O)(=O)NCC4CCCO4)cc3)CC2=O)cc1 (stereo not drawn)	1.5	-19	-3.2	7	1	-3	-0.9	-0.2	4	-2	1
Cc1cccc(-n2nc3c(c2NC(=O)c2cc4ccccc4o2)CS(=O)(=O)C3)c1	-1.6	1	-0.9	1	3	-13	-0.2	-2.2	3	-8	1
CCOc1cc(CN2CCN(c3cccc(C(F)(F)F)c3)CC2)ccc1O	0.7	nt	2.0	-1	-3	15	0.5	-1.2	-2	-7	-5
COc1ccc(C(=O)NCc2nnc(SCC(=O)NC3CCCCC3)n2C)cc1	3.0	3	2.5	-1	-2	4	-0.6	-2.2	4	-3	-3
Cc1ccc(S(=O)(=O)Nc2ccccc2N=Cc2ccc([N+](=O)[O-])cc2[N+](=O)[O-])cc1	nt	nt	-1.9	2	2	-6	2.3	nt	-3	0	1
Cc1ccc(NC(=O)c2ccc(OC(=O)COc3ccc(Cl)c(C)c3)cc2)cc1	5.9	-8	5.6	2	-3	11	-1.4	-1.1	-10	-7	-6
COc1ccc2cc(C#N)c(N3CCN(Cc4nnnn4CCC(C)C)CC3)nc2c1	-3.2	430	1.6	-15	-1	3	0.3	-0.8	6	-9	-2
CC1CN(CC(=O)Nc2ccccc2Sc2ccccc2)CC(C)O1 (stereo not drawn)	3.4	-11	2.8	-5	6	-20	0.4	-2.1	-1	14	-1
CC(C)OC(=O)CSc1nc2ccccc2s1	0.4	-4	-1.5	-5	2	-23	0.9	-0.2	4	-9	-4
CC1(C)C(=O)Nc2ccccc2N1C(=O)COc1cc(Cl)ccc1Cl	2.2	1	-0.6	-6	3	30	-1.9	-1.2	-3	1	2
COc1cc(OC)c(C2=NOC(C(=O)NCc3ccc4c(c3)OCO4)C2)cc1Cl (stereo not drawn)	2.0	26	-0.1	-9	-1	2	-0.7	-1.1	2	-18	-5
COc1cccc(C2=NOC(C(=O)Nc3cc(C)on3)C2)c1OC (stereo not drawn)	2.2	1	1.9	-5	4	-18	-2.0	-1.0	1	-4	2
CCN(C(=O)CSc1nnc(-c2cccs2)o1)C1CCS(=O)(=O)C1 (stereo not drawn)	1.2	-3	0.9	9	-1	2	-0.5	-1.6	-12	-3	-1
COc1ccc(-c2cc(=O)[nH][nH]2)cc1OC	1.9	-15	2.4	3	-1	17	1.1	-1.7	-1	-3	0
Clc1cnc(N/N=C/c2ccco2)c(Cl)c1	3.9	-2	3.8	-17	1	13	-0.4	-1.4	-4	-7	-2
O=C(NCc1ccccc1)N1CCN(c2ccc(Cl)c(Cl)c2)CC1	-0.5	1	1.5	-14	1	4	1.4	1.9	8	-3	-5
CCCC(C)C(=O)Nc1nc(C)c(-c2csc(Nc3cc(Cl)ccc3C)n2)s1 (stereo not drawn)	-0.4	-14	3.8	-1	11	-33	-0.6	0.2	-1	0	1
O=C(Nc1cc(C(=O)N2CCOCC2)cc(C(=O)N2CCOCC2)c1)c1cc(F)c(F)cc1Cl	3.8	-12	1.6	-12	1	-12	-1.9	1.3	-1	-11	-1
CCOC(=O)c1c(NC(=O)CSc2nnc(CNc3ccc(OC)cc3)n2C)sc(C)c1C	3.7	-7	1.4	-4	-6	-24	1.3	1.0	-4	-9	-1
Cc1nc([N+](=O)[O-])cn1CC(=O)Nc1ccc([N+](=O)[O-])cc1	5.0	2	0.2	5	2	-7	-1.2	4.2	1	-8	0
CC(=O)N/C(=N/c1nc(C)cc(C)n1)Nc1cc(C)cc(C)c1	-0.7	-3	3.5	5	1	-3	-0.7	1.4	4	-9	-2
COc1ccc(NC(=O)CCCn2c(=O)c3sccc3n(Cc3ccc(C)cc3C)c2=O)cc1	0.4	-11	2.7	-5	-3	-32	-0.4	0.2	0	-7	-3
COc1ccc(OC)c(C2C3=C(N=c4s/c(=C\c5cccc(O)c5)c(=O)n42)c2ccccc2CC3)c1 (stereo not drawn)	0.9	-27	1.7	-22	14*	-29	0.3	-0.7	8	-9	-2
COc1cccc(CNC(=O)c2ccc(CS(=O)Cc3ccc(C)cc3)o2)c1 (stereo not drawn)	5.4	-20	-0.5	-1	1	-4	-1.2	-2.7	-7	-1	-1
Cc1ccc(COC(=O)CN2C(=O)NC3(CCCCC3C)C2=O)cc1 (stereo not drawn)	nt	nt	1.2	-3	-6	8	0.0	nt	-5	0	5
Cn1cc(/C=C/C(=O)N2CCCC(C(=O)c3ccc(C(F)(F)F)cc3)C2)cn1 (stereo not drawn)	-0.3	-4	3.2	5	2	-4	-2.0	1.1	-5	-9	1
COc1ccc2c(c1)O[C@@]1(CCCC[C@@H]1C)CC2=O	3.4	-4	1.1	1	1	-20	1.3	-1.2	-1	-15	-2
COc1ccc(CN2CCN(C(=O)c3ccccc3C(=O)c3ccccc3)CC2)cc1OC	nt	nt	1.2	-1	4	-12	2.2	nt	0	7	2
COc1ccc(CC(=O)N2CCC3(CC2)NCCc2[nH]cnc23)cc1	1.7	-9	-1.9	-2	-1	9	1.2	0.9	6	4	2
CC1(C)OC(=O)C(=Cc2ccc(-c3ccc(Cl)c(C(=O)O)c3)o2)C(=O)O1	-1.3	22	2.3	-3	0	13	-2.6	-2.1	-10	-9	5
COC(=O)c1ccc(C(=O)OC)c(NC(=O)COC(=O)CCOc2ccc(C)cc2)c1	2.2	6	0.0	-3	-3	8	0.5	2.8	-5	1	-4
COc1cc2c(cc1CN1CCN(C(=O)c3cc(OC)c(OC)c(OC)c3)CC1)OCO2	5.7	-4	-2.2	6	0	1	-0.6	-0.7	-2	3	-1
COc1ccc(Cl)cc1NC(=S)NNC(=O)c1cccnc1	-0.5	141	3.7	-6	-5	15	1.0	1.4	14	-1	7
COC(=O)[C@]1(C)N[C@H](CN(C)C(=O)Nc2ccccc2)[C@@H]2C(=O)N(Cc3ccccc3)C(=O)[C@@H]21	3.2	3	1.3	1	3	-10	4.2	-1.2	0	4	-1
C=CCn1c(C)cc(/C([O-])=C(/C(=S)Nc2ccc(OC(F)F)cc2)[n+]2ccc(N(C)C)cc2)c1C	3.3	-3	4.2	-7	3	-10	-0.4	2.4	0	-1	2
CN1CCN(C(=O)/C(=C/c2cccs2)NC(=O)c2cccs2)CC1	3.1	8	0.4	8	5	0	-2.5	1.3	5	7	2
CC(=O)NNc1ncnc2ccccc12	3.4	-12	2.3	-1	2	-4	1.1	1.5	-5	-5	0
O=C(Nc1ccccc1OC(F)F)c1ccc(F)cc1	0.9	8	-0.9	12	-1	26	-1.3	0.6	0	-10	-1
Cn1cccc1Cc1nnc(SCC(=O)Nc2ccccc2F)n1-c1ccc(F)cc1	7.2	-5	1.7	5	0	0	0.6	-0.9	26	-1	-3
O=C(OCc1nc2ccc(Cl)cc2n1CCO)c1ccccc1C(=O)c1ccccc1	0.5	-8	3.1	-3	-1	2	1.0	0.1	-2	-15	-5
CCN(CC)Cc1c(C(=O)N/N=C/c2ccco2)nnn1-c1nonc1N	nt	-1	0.2	-9	6	-25	1.3	nt	2	0	-2
CN1CCN(c2ccc(C(F)(F)F)cc2NC(=O)Nc2ccccc2)CC1	-1.7	-26	1.7	-8	4	-17	0.0	-1.6	8	-9	2
O=C(CSCc1ccccc1)Nc1ccc2c(c1)C(=O)NC2=O	1.6	-7	1.9	1	0	4	1.0	1.6	-3	-7	-4
CCCn1c2ccccc2c2cnn(CC(=O)NCCN(CC)CC)c(=O)c21	-0.1	-14	-0.1	-3	4	-14	3.0	-2.5	4	8	-6
Cc1ccc(C(=O)Nc2ncc(C)s2)o1	4.8	-12	5.0	-3	-8	25	-1.6	6.5	-7	-9	-1
CCOC(=O)c1sc(NC(=O)CSc2n[nH]c(CC)n2)nc1C	4.7	-14	1.9	10	-2	5	0.1	0.0	8	3	-1

(cont.)
SMILES	AddAB inh	Mot1-301 SUMO	phage Ecoli inh	PKA-R1A activ	HTR5A ag	HTR5A inv ctr	CDK5 inh	Ecoli viability	Tat transport	PKA-R2B activ	DAGLB inh
O=C(NCc1nnc(SCC(=O)N2CCC(Cc3ccccc3)CC2)o1)c1ccco1	-0.3	nt	2.0	5	-2	3	-0.5	0.1	-2	0	-1
O=C(NC1CCCCC1)C(c1cccnc1)N(C(=O)CCl)c1ccccc1Cl (stereo not drawn)	2.0	3	2.5	-11	-2	-4	-4.0	-0.2	2	-4	0
O=C1CCC[C@@H]2C[C@@]3(C[C@@H]4CCN1[C@H]24)Nc1cc([N+](=O)[O-])ccc1NC3=NC1CCCCC1	nt	nt	2.2	-6	-2	35*	-2.8	nt	4	-8	24
CC1(C)OC(=O)C(=Cc2ccc[nH]2)C(=O)O1	1.6	9	0.2	-1	-1	-17	-2.6	-0.7	3	-10	-1
CCCCSc1cnn(-c2ccccc2)c(=O)c1SCCCC	0.4	21	4.3	-15	0	-9	-2.5	1.9	8	-3	-16
